NS3 helicase inh: HCV NS3 helicase inhibition. NS3 helicase DNA unwinding, Cy5 molecular beacon fluorescence. inhibition, % at 10.9 µM. 0.56% of 290,000 active. AID 1800;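 active = inhibition above the mean of all tested compounds plus 3 SD, set per campaign, cut at about 35% in these data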;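 note: 0% = DMSO wells and 100% = thioflavine S control wells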
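assay system = NS3 helicase fragment of HCV | buffer or medium = MOPS pH 6.5, MgCl2, DTT, Tween20, BSA | timing = 60 min unwinding reaction at 25 °C after ATP addition | signal = Cy5 beacon fluorescence read at start and 1 h | read-out basis = % inhibition of unwinding | control set = low DMSO, high thioflavine S at 110 µM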
CRFR2-BP ag: CRF-BP/CRF-R2 complex agonism; HEK293 CRF-R2/CRF-BP, calcium dye fluorescence (FLIPR); percent of saturating CRF peptide response; activation, % at 13.2 µM; 0.46% of 350,000 active; AID 588473;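 active = activation of at least 50%, plus an integration ratio under a set limit after plate pattern correction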;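 note: plate controls were neutral control wells without compound for no effect and CRF at EC100 for full effect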
UBC9 SUMO inh: SUMOylation inhibition. P63279. HTRF SUMOylation assay, SAE1/SAE2 + UBC9, in vitro. inhibition, % at 35 µM. 0.36% of 290,000 active; in the data active = inhibition above about 50%, passing the limit was not always enough; note: strong numbers were not always called active
Target sequence (P63279 whole entry, looked up): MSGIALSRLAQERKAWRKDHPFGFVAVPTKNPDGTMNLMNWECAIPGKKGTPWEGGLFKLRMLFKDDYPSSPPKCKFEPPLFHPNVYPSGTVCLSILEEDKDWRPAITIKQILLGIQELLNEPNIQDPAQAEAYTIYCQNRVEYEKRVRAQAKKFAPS
GalR3 antag: antagonists of human GalR3; O60755; HEK293 GalR3-CNG cAMP membrane potential fluorescence; galR3 body fused to GalR1 C-terminus; inhibition, % at 3 µM; 0.44% of 360,000 active; AID 651719;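 active = inhibition above the screen-wide average plus 3 SD, cut at about 13% in these data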;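 note: forskolin and galanin both at EC90 stimulate the cells; cAMP rise reported by CNG channel membrane potential dye signal; 0% = forskolin plus galanin with DMSO and 100% = forskolin alone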
Target sequence (O60755 1-299 limits assumed): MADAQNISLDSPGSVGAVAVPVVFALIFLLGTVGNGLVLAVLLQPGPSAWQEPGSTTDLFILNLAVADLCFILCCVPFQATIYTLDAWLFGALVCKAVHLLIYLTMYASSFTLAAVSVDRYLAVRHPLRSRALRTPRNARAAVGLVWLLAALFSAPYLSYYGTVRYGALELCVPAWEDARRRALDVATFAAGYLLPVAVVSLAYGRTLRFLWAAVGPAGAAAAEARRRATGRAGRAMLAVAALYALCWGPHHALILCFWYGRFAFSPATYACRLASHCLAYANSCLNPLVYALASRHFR
MEKK2wt PB1 HTS: raises or lowers MEK5 binding to wildtype human MEKK2 PB1 domain. Q9Y2U5. bead flow cytometry, Alexa488-MEK5 binding to MEKK2 WT; actives lie on both sides. binding response (% of control), % at 10 µM. 1.1% of 290,000 active. AID 1531; in the data active = binding response below about 67% or above about 130%
MEKK3 PB1 HTS: MEKK3-MEK5 PB1 interaction, increase or decrease; Q99759; bead-based flow cytometry, Alexa488-MEK5 binding to MEKK3; actives lie on both sides; 0 = blocked by unlabeled MEK5, 100 = vehicle; binding response (% of control), % at 10 µM; 1.4% of 290,000 active; AID 1529;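 active = binding response more than 3 SD above or below the average of its plate-row segment, actives on both sides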;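 note: Alexa488 bead fluorescence after subtracting the streptavidin-only scavenger bead signal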
CRFBP-R2 block: antagonists of CRF-binding protein/CRF-R2 receptor complex; HEK293 CRF-R2/CRF-BP, CRF-induced calcium fluorescence; inhibition, % at 11.8 µM; 0.59% of 350,000 active;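 active = inhibition of the ligand-induced calcium signal above about 50% at the single tested concentration, limit read from the data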
MEKK2mut PB1 HTS: signal of MEK5 binding to mutant human MEKK2 PB1 domain; bead flow cytometry, Alexa488-MEK5 binding to MEKK2 mutant; percent response, % at 10 µM; 0.35% of 290,000 active; AID 1530; in the data active = percent response above about 24%, passing the limit was not always enough; note: inactives centre near 1; some results filed as inactive read as strong as hits
DNA FID counter: displaces DNA intercalator in HCV helicase counter-screen | DNA fluorescent intercalator displacement, fluorescence | inhibition, % at 7.9 µM | 0.17% of 290,000 active | AID 1845; in the data active = inhibition above about 37%;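 note: 0% = vehicle and 100% = reference compound; higher means more ethidium bromide displaced from hairpin DNA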
* marks the source's active call; other numbers are inactive results; · = no result given; & = joins results of further samples. This is a subset; the hit share may differ from the screen's.

Every second line gives: NS3 helicase inh, CRFR2-BP ag, UBC9 SUMO inh, GalR3 antag, MEKK2wt PB1 HTS, MEKK3 PB1 HTS, CRFBP-R2 block, MEKK2mut PB1 HTS, DNA FID counter
CCN1C[C@]2(OC(=O)c3ccccc3NC(C)=O)CCC(OC)C34C5C[C@H]6C(OC)[C@]5(O)[C@](O)(C[C@@H]6OC)C(C[C@@H]32)[C@H]14 (some centres not stated)
  2, 0.0, -4, -10, 106, 103, -4, 7, -9
Fc1cccc(F)c1CN1CCN(Cc2c(F)cccc2F)CC1
  6, 1.9, -4, -2, 101, 100, -11, 2, -3
CN(C(=O)Oc1ccc(Cl)c2cccnc12)c1ccccc1
  -1, -1.1, -11, -11, 101, 100, 3, -1, -20
COC(=O)C1=C(c2cccc(OC)c2OC)C[C@@H]2CC[C@H]1N2C(=O)N1CCCCC1
  ·, -0.9, ·, 3, 108, 105, 2, 4, ·
COc1ccc(C)cc1NC(=O)c1c(C)nn(Cc2ccccc2)c1Cl
  -5, -2.2, -9, -2, 124, 103, 3, 21, -5
COc1ccc(/C=C/C(=O)c2c(O)n(CCC3=CCCCC3)c(=O)[nH]c2=O)cc1
  19, 0.6, -3, -5, 97, 96, -38, 3, 1
Cc1ccc(OCCOc2cccc(C=C3C(=O)NC(=O)NC3=O)c2)c(C)c1
  29, 1.1, 16, -7, 86, 100, -21, 4, 6
CNS(=O)(=O)c1ccc(N=Cc2c(O)n(-c3ccccc3)c(=O)[nH]c2=O)cc1
  19, 0.2, 10, -4, 101, 95, -1, -1, -7
CC(C)n1c(=O)c(C=Nc2ccc(Cl)cc2)c(O)n(Cc2ccco2)c1=O
  47*, ·, 44, 4, 102, 108, ·, 3, -31
O=C1CC(C(=O)N2CCC3(CC2)OCCO3)CN1CCc1ccccc1 (configuration not stated)
  5, 0.6, 4, 0, 105, 106, -6, 5, 0

Single records, as listed above:
O=C1CC(C(=O)N2CCC3(CC2)OCCO3)CN1CCc1ccccc1 (configuration not stated) is entered as NS3 helicase inh: 5; CRFR2-BP ag: 0.6; UBC9 SUMO inh: 4; GalR3 antag: 0; MEKK2wt PB1 HTS: 105; MEKK3 PB1 HTS: 106; CRFBP-R2 block: -6; MEKK2mut PB1 HTS: 5; DNA FID counter: 0
CN(C(=O)Oc1ccc(Cl)c2cccnc12)c1ccccc1 is entered as NS3 helicase inh: -1; CRFR2-BP ag: -1.1; UBC9 SUMO inh: -11; GalR3 antag: -11; MEKK2wt PB1 HTS: 101; MEKK3 PB1 HTS: 100; CRFBP-R2 block: 3; MEKK2mut PB1 HTS: -1; DNA FID counter: -20

The results go on:
Every second line gives: NS3 helicase inh, CRFR2-BP ag, UBC9 SUMO inh, GalR3 antag, MEKK2wt PB1 HTS, MEKK3 PB1 HTS, CRFBP-R2 block, MEKK2mut PB1 HTS, DNA FID counter
COc1ccc(NC(=O)N2CCC3(CC2)OCCO3)c(OC)c1
  4, -1.3, 18, -6, 102, 107, 8, -1, -4
COc1ccc(C(=O)N2CCCC2=O)cc1
  -5, -0.1, 5, -3, 96&106, 87&107, -19, -3&3, -2
Cc1cc(C)cc(N2C(=O)NC(=O)/C(=C/c3cccn3-c3ccc(Cl)cc3)C2=O)c1
  32, -1.2, 24, -3, 92, 95, -84, -2, -12
COC(=O)C(O)(c1ccc(NC(=S)NC(=O)c2ccc(Cl)cc2Cl)c(C)c1)C(F)(F)F (configuration not stated)
  -7, 31, -8, 3, 97, 107, -120, -1, -23
FC(F)(F)c1ccc(CNCCc2ccc3c(c2)OCO3)cc1
  -32, 0.1, 15, -9, 106, 105, -15, 13, 7
O=[N+]([O-])c1cc(-n2cnnn2)c(O)c([N+](=O)[O-])c1
  1, -1.5, 18, -3, 105, 105, 5, 4, 1
Cc1ccc(CN2CCCN(Cc3ccc(Cl)cc3)S2(=O)=O)cc1
  1, 9.6, 2, -1, 95, 92, 7, -5, -16
Cc1onc(-c2c(Cl)cccc2Cl)c1/C(N)=N/OC(=O)N(C)C
  -3, 0.6, 11, -5, 102, 105, -12, 5, -4
CCOc1cc(CNCCc2cccc(F)c2)ccc1OC
  -11, 0.7, -1, -7, 107, 107, -14, 4, 5
O=CC(Cl)P(=O)(N1CCOCC1)N1CCOCC1 (configuration not stated)
  -17, -3.0, 5, -1, 108, 110, 3, 4, -1
CCOC(=O)C(O)(c1ccc(N(CC)C(=O)OC)cc1)C(F)(F)F (configuration not stated)
  2, 3.3, -1, -7, 95, 94, 15, -4, -13
O=C1NC(=O)N(c2ccccc2)C(=O)/C1=C\c1ccc([N+](=O)[O-])o1
  34, ·, 27, ·, 91, 93, ·, -4, -14
Cc1cccc(CN2CCN(C(=O)Cc3ccccc3)CC2)c1
  4, 0.0, 21, -10, 111, 111, -4, 15, -12
O=C(c1ccccc1F)c1cn(CC(=O)N2CCCC2)c2ccccc12
  -3, -0.5, -5, -6, 95, 93, -8, 0, -10
COc1cc(CN2C(=O)NC(=O)C3(Cc4cc(C)ccc4N(C)C3)C2=O)cc(OC)c1 (configuration not stated)
  -2, -0.4, 11, -1, 95, 101, -1, 2, -21
CCCCC(=O)N/N=C/c1c(O)n(Cc2ccco2)c(=O)[nH]c1=O
  31, 0.0, -13, -2, 104, 100, 4, 15, -26
Cc1ccc(N2C(=O)NC(=O)C(CCc3ccccn3)(Cc3ccc(F)cc3)C2=O)cc1 (configuration not stated)
  4, 0.4, 21, 1, 92, 89, 0, -6, -4
Cc1cc(C)c2c(c1)-c1cc(C)nn1C(c1cccnc1)N2 (configuration not stated)
  -4, -3.5, 1, ·, 99, 98, -24, 9, -26
CCCCCn1c(=O)c(C(=O)NCc2ccco2)c(O)c2ccccc21
  -1, 4.1, -8, -5, 99, 105, -10, 2, 8
COC(=O)N(c1ccccc1)P(=O)(Oc1ccccc1)Oc1ccccc1
  -1, -0.9, -5, -8, 102, 101, 14, 1, -33
CC(C(=O)c1c[nH]c2ccccc12)N1CCc2ccccc2C1 (configuration not stated)
  -15, 0.8, 27, -3, 104, 102, 5, 6, 14
Cc1ccc(P(=S)(c2ccc(C)o2)N2CCOCC2)o1
  -4, 0.6, 40, -3, 100, 96, 25, 0, -5
CCCCn1c(=O)c(C(=O)NCc2ccccc2)c(O)c2ccccc21
  -6, 7.6, 5, -11, 109, 109, -7, 6, -9
Clc1ccc(N2CCN(Cc3ccccc3Cl)CC2)cc1
  2, -5.8, -15, -8, 111, 107, 2, 7, 1
CC12CN3CCN(CC(C3)/C1=N/NC(N)=O)C2
  -7, 1.6, -2, -5, 105, 107, -1, 4, -7
COC(=O)C1=C(c2cccc(OC)c2OC)C[C@@H]2CC[C@H]1N2C(=O)NCc1ccc(F)cc1
  ·, 0.5, ·, -4, 112, 114, 4, 6, ·
CC(C)NC(=O)Cn1cc(C(=O)c2ccccc2F)c2ccccc21
  -3, 0.1, 13, -1, 105, 107, -7, 4, -3
CCc1ccc(C(=O)C23CN4CN(CN(C4)C2)C3)cc1
  -13, 0.9, -15, -8, 99, 81, -4, 1, 0
CCOc1ccc(N=Cc2c(O)n(CCc3ccc(OC)c(OC)c3)c(=O)[nH]c2=O)cc1
  -11, 2.0, 5, 2, 111, 119, 2, 20, -3
Clc1cccc(CNCCc2c[nH]c3ccccc23)c1
  -27, 0.0, 5, -13, 120, 104, -17, 19, 9

No new results follow: entries from further up.
Every second line gives: NS3 helicase inh, CRFR2-BP ag, UBC9 SUMO inh, GalR3 antag, MEKK2wt PB1 HTS, MEKK3 PB1 HTS, CRFBP-R2 block, MEKK2mut PB1 HTS, DNA FID counter
CCOc1ccc(N=Cc2c(O)n(CCc3ccc(OC)c(OC)c3)c(=O)[nH]c2=O)cc1
  -11, 2.0, 5, 2, 111, 119, 2, 20, -3
Clc1cccc(CNCCc2c[nH]c3ccccc23)c1
  -27, 0.0, 5, -13, 120, 104, -17, 19, 9

Additional results
Every second line gives: NS3 helicase inh, CRFR2-BP ag, UBC9 SUMO inh, GalR3 antag, MEKK2wt PB1 HTS, MEKK3 PB1 HTS, CRFBP-R2 block, MEKK2mut PB1 HTS, DNA FID counter
Cc1c(C(c2ccc(Br)cc2)c2c(O)c3ccccc3oc2=O)c(=O)n(-c2ccccc2)n1C (configuration not stated)
  -10, 1.8, 13, -3, 99, 102, 5, 0, -19
O=C(CN1CCCCC1)c1cccc(Br)c1
  -5, -0.3, -2, -1, 94, 100, 18, 19, -1
CC12CNCC(C)(CNC1)C2O (configuration not stated)
  2, -0.6, 31, -2, ·, ·, -4, ·, -3
Cn1c(CN2CCN(C(=O)COc3ccccc3)CC2)nc2cc([N+](=O)[O-])ccc21
  -2, -0.7, 2, -4, 106, 152*, 21, 0, -14
CC(=NCCCN1CCCCC1)c1c(O)n(Cc2ccccc2)c(=O)[nH]c1=O
  -2, 0.2, 26, -3, 106, 99, 12, 0, -5
O=C(c1cc2c(s1)CCCCCC2)N1CCC2(CC1)OCCO2
  7, -0.7, 1, -4, 105, 98, -33, 7, -30
COC(=O)C1=C(c2cccc(OC)c2OC)C[C@@H]2CC[C@H]1N2C(=O)NCc1ccccc1
  ·, -1.5, ·, -4, 101, 99, -7, 2, ·
CC(C)(C)C(O)C(Oc1ccc(Cl)cc1)n1cncn1 (configuration not stated)
  9, -1.7, 2, ·, 106, 99, -3, 1, -4
COc1ccc(F)cc1C(=O)C1CCCN(Cc2ccc(O)cc2)C1 (configuration not stated)
  -2, -1.7, -6, -8, 104, 98, 3, 0, 0
COc1cc2c(cc1OC)-c1c(OC)c(OC)cc3c1C(C2)N(C)CC3 (configuration not stated)
  8, 2.2, 18, -9, 110, 105, -9, 5, 24
COc1ccccc1-n1c(-c2ccoc2)nc2ccccc2c1=O
  -4, -0.3, -9, -3, 100, 98, -4, -1, -6
COc1cc(N2CCOCC2)ccc1/C=C1\C(=O)NC(=O)N(C2CCCCC2)C1=O
  12, 7.7, 14, -1, 105, 130*, -35, -1, -24
Clc1cc(I)cc(Cl)c1NC1=NCCN1
  ·, -2.0, ·, ·, 112, 104, -19, 4, ·
C=C(C)CN1CC[C@]23c4c5ccc(O)c4O[C@H]2c2[nH]c4ccccc4c2C[C@@]3(O)C1C5
  -27, ·, -6, ·, 97&106, 96&102, ·, 1&6, 9
Cc1cccc(-n2c(-c3ccco3)nc3ccccc3c2=O)n1
  5, 3.6, -10, -2, 94, 94, -4, -6, -4
CC1(c2ccccc2)NCCN2C(=O)CSC21 (configuration not stated)
  1, -0.5, -11, -5, 98, 102, -2, 2, -2
Cc1ccccc1-n1c(O)c(C(c2ccncc2)c2c(O)n(-c3ccccc3C)c(=O)[nH]c2=O)c(=O)[nH]c1=O
  6&9, -0.3&-1.8, 22&8, -4&2, 101&98, 101&100, -3&36, 0&-3, -6&-8
COP(=S)(OC)SCN1C(=O)c2ccccc2C1=O
  -3, -1.6, 28, ·, 104, 93, -13, 2, 2
Cc1nn(Cc2ccccc2Cl)c(Cl)c1C(=O)OC(C(=O)NC(N)=O)C(C)C (configuration not stated)
  -2, -1.3, -36, -7, 89, 90, 16, -5, -1

Screening data from PubChem.
